# miR122 inh: miR-122 Renilla sensor signal increase in Huh7, primary screen, miR-122 inhibitor project, cell-based, single point, plate reader; Huh7 miR-122 Renilla luciferase sensor, 48 h; neutral wells = 0, positive control = 100; activation (reporter increase), % at 12.5 µM; AID 602342, 2012; actives 0.3% (n = 340,000);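 active = mean replicate activation score at least 90 and every replicate individually at or above 90; inconclusive = only one of the two criteria met; inactive = neither criterion met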;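 note: higher luciferase means less miR-122 activity so hits act as miR-122 inhibitors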
# DENV2 CPE: inhibitors of DENV2 cytopathic effect, primary screen, cell-based, plate reader, single concentration. DENV2-infected cells, cytopathic effect rescue. CPE inhibition, % at 9.99 µM. actives 1.7% (n = 350,000); in the data active = CPE inhibition above about 20%, passing the limit was not always enough; inconclusive = no clear call, values can overlap the other calls; tested in BHK-21 cells;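 note: 0% = median of neutral control wells and 100% = median of positive control wells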
# PAX8 inh HTS: inhibitors of PAX8-driven TPO luciferase reporter, primary screen, RMG-I cells, single concentration | SteadyGlo, 24 h | inhibition, % at 12.6 µM | actives 1.2% (n = 360,000);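 active = mean replicate inhibition at least 60% with every replicate also reaching 60%; inconclusive = only one of the two criteria is met; inactive = mean below 60% and not all replicates reaching 60%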;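 note: luciferase light reporting Pax8 driven TPO promoter activity; plate controls were median of neutral control wells for no effect and mitoxantrone controls for full effect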
# FN deposit inh: inhibitors of fibronectin matrix deposition, primary screen, AH1F cells, Alexa488-fibronectin fluorescence, plate reader; AH1F fibroblasts, overnight; inhibition, % at 12.6 µM; actives 0.086% (n = 350,000);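 active = mean inhibition across replicates of 30% or more, regardless of how many single replicates reach that level; inconclusive = mean under 30% yet at least half of replicates reach 30%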;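 note: positive control wells lacked labelled fibronectin entirely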
#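 Material: AH1F fibroblasts assembling fluorescent fibronectin matrix; amount: 10000 AH1F cells/well; medium: DMEM, 2% serum; reagent: Alexa488-fibronectin, 24 nM final in well; dosing: single compound dose, delivered by pin transfer; incubation: 1 h adhesion, overnight exposure; detection: fluorescence after three HBSS washes, excitation 485 nm, emission 525 nm; measure: fibronectin deposition inhibition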
# F508del corr: F508del CFTR correction, initial screen, CFBE line, single point. CFBE cells, YFP halide quenching; stimulated with forskolin plus potentiator P3; % fluorescence drop versus neutral controls. activity (quench increase), % at 7.58 µM. actives 0.36% (n = 350,000);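 active = mean added fluorescence quench of at least 8% versus neutral control, with both replicates also reaching 8%; inconclusive = only one of the mean or replicate conditions met; inactive = mean below 8% and not both replicates reaching 8%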;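 note: cells transiently co-express mutant CFTR-F508del with the halide-sensitive YFP; corrector assay measuring rescue of mutant channel to the surface after 24 h compound exposure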
# EWS-Fli block: EWS/Fli-driven NR0B1 reporter inhibitors, primary screen, A673 cells, NR0B1 luciferase, luminescence, MLPCN library | viability-normalised | inhibition, % at 12.6 µM | actives 0.67% (n = 350,000) | AID 651661, 2012;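 active = mean inhibition of at least 50% after viability correction, with every replicate also passing that limit; inconclusive = mean reaches 50% but only one of two replicates passes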;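 note: firefly luciferase signal divided by Alamar Blue viability fluorescence both relative to DMSO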
# INS-1E GSIS act: GLuc luminescence reporter in INS-1E cells, primary screen for activators of glucose-dependent secretion of insulin; INS-1E GLuc reporter insulin secretion, 2-3 h; activation, % at 16.6 µM; actives 0.61% (n = 370,000);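 active = lowest replicate activation of at least 40%, so every replicate reaches that level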;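 note: 0% = median of neutral control wells and 100% = median of IBMX positive control wells; some compounds called inactive have numbers as strong as hits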
# Starred values were filed as active, the others as inactive; ? = inconclusive; · = not tested or not shown; [ ] = another dose, or the depositor's remark. Rows were taken by chance; 3.9% or so of the library scored in one or more.
molecule	miR122 inh	DENV2 CPE	PAX8 inh HTS	FN deposit inh	F508del corr	EWS-Fli block	INS-1E GSIS act
Cc1ccsc1-c1nc(C(N)=O)c2[nH]c(=O)n(-c3ccc(Cl)cc3)c2n1	9	-4	0	3	-3.1	-5	·
CCN(CC(=O)Nc1ccccc1C(=O)NC1CC1)Cc1cccs1	·	10	-1	2	-1.2	-1	15
C=CCn1c(SCC(=O)NCC2CCCO2)nc2scc(-c3ccccc3)c2c1=O (stereo not drawn)	·	16	9	5	-2.1	·	-4
Cc1cc(-n2c(SCc3ccccc3F)nc3n[nH]c(C)c3c2=N)ccc1Cl	-5	1	34	·	-1.3	14	-2
Cc1ccc(C(=O)OC(C)C(=O)Nc2ccc(S(N)(=O)=O)cc2)cc1S(=O)(=O)N1CCOCC1 (stereo not drawn)	·	3	-12	-7	-0.1	0	20
CCOc1cc(/C=N/n2nnnc2N)ccc1OCc1c(C)no[n+]1[O-]	-6	·	-6	0	·	·	6
CCN(CC)S(=O)(=O)c1ccc(C)c(NS(=O)(=O)c2cc(/C=C/C(=O)O)cc(OC)c2OC)c1	·	-2	-28	-1	-0.2	14	-3
O=C(/C=C/c1ccc(Br)cc1)NC(=O)c1ccccc1O	-10	-1	-138	-4	-0.4	-41	-5
C[C@H]1COC(=O)[C@H](Cc2ccc(F)cc2)C/C=C\C[C@H](CC(=O)NCCO)C(=O)N1	·	11	-40	4	1.0	-20	-10
CCCN1C[C@H](C)[C@H](OC)CN(C)C(=O)c2ccc(NC(=O)Nc3c(C)noc3C)cc2OC[C@@H]1C	-6[16.7 µM]	11	·	-13	2.2	6	11
O=C(Nc1cccc(NC(=O)c2sc3ccccc3c2Cl)c1)c1ccco1	·	10	-56	-3	·	1	-2
CCOC(=O)c1c(C)c(C(=O)NCC2CCCO2)c(C)n1C (stereo not drawn)	-3	·	·	-7	·	·	19
CN(C)CC(=O)Nc1ccc2c(c1)[C@@H]1C[C@H](CC(=O)NCCN3CCCCC3)O[C@H](CO)[C@@H]1O2	5[16.7 µM]	-1	-4	·	2.7	-10	24
O=S(=O)(NCc1cccnc1)c1cccc2nsnc12	13	·	6	-3	·	·	·
CO[C@@H]1CN(C)C(=O)c2ccc(NC(C)=O)cc2OC[C@@H](C)N(C(=O)c2ccccn2)C[C@@H]1C	-5[16.7 µM]	7	-7	-6	-0.5	-2	11
O=C(Cn1ccc(C(F)(F)F)n1)N=Nc1c(O)[nH]c2ccc(Br)cc12	-5	-2	1	14	2.3	-4	-39
Cc1cccc(Nc2nnc(SCC(=O)c3c(N)n(C4CC4)c(=O)[nH]c3=O)s2)c1	·	3	-28	-5	-0.5	-35	-9
COc1ccccc1-c1ccc2c(c1)O[C@H](CN(C)C(=O)c1cccnc1)[C@@H](C)CN([C@@H](C)CO)S2(=O)=O	70[16.7 µM]	-1	-3	·	-2.7	-7	-6
COc1cccc(-c2cnc3c(c2)C(=O)N([C@H](C)CO)C[C@H](C)[C@H](CN(C)Cc2ccc(C(=O)O)cc2)O3)c1	-6[16.7 µM]	-2	11	3	-1.7	-12	4
CCOc1ccc(S(=O)(=O)N2CCOCC2)cc1[N+](=O)[O-]	·	-3	-3	12	0.9	-11	14
COc1ccc(CN(C)C[C@@H]2OCCCC[C@H](C)Oc3ccc(NC(=O)c4ccccc4)cc3C(=O)N([C@H](C)CO)C[C@H]2C)cc1	-1[16.7 µM]	7	15	·	0.1	5	-21
O=C(c1cccnc1)N1CCCCN2[C@@H](CO)[C@@H](c3ccc(C#Cc4ccccc4)cc3)[C@@H]2C1	9[16.7 µM]	16	-20	·	-4.6	2	·
COc1cccc(NC(=O)CCNC(=O)C2CCN(S(=O)(=O)c3ccc(F)cc3)CC2)c1	-2	-3	4	6	0.1	·	10
CC(O)(c1cccc(F)c1)c1nc(-c2ccc(S(C)(=O)=O)cc2)cs1 (stereo not drawn)	·	1	-15	2	-2.3	-1	2
O=C1NCCC/C1=N/Nc1ccc(F)cc1	·	·	-15	10	-0.6	-7	2
O=C(CSc1ncnc2nc[nH]c12)c1ccc(Cl)cc1	4	7	3	20	2.0	17	2
CCCCC(O)(c1ccc(F)cc1)C(CN1CCOCC1)c1ccc(Cl)cc1 (stereo not drawn)	·	-4	1	4	-1.9	5	-26
CCCCCCCNC(=O)C1CC(=O)N(C)C(=Nc2ccc(OC)cc2)S1 (stereo not drawn)	·	·	-23	-1	·	·	-26
CCS(=O)(=O)N(C)C[C@@H]1OCc2ccccc2-c2c(n(C)c3ccccc23)C(=O)N([C@@H](C)CO)C[C@@H]1C	·	-7	·	1	2.5	-3	1
CN1CCN(c2ccc(S(=O)(=O)N3CCCCC3)cc2NC(=O)c2ccc(F)cc2F)CC1	-4	·	·	4	·	·	-9
COC(=O)C(C(=O)OC)c1ccccc1NC(=O)OCc1ccccc1	·	-1	-1	8	-3.4	11	-4
CCN1CCN(C(=O)c2cn(CC)c3ccc(S(=O)(=O)N(C)C)cc3c2=O)CC1	0	?	-8	2	-4.5	5	5
C[C@H]1CN([C@@H](C)CO)C(=O)Cc2cc(NC(=O)Nc3ccc(F)cc3)ccc2O[C@@H]1CN(C)C(=O)NC1CCCCC1	4[16.7 µM]	0	-7	·	0.3	-3	2
CCN(CC)CCN(Cc1cc2cc3c(cc2[nH]c1=O)OCO3)C(=S)NCc1ccco1	·	9	17	-3	0.9	8	-1
CC1CCCCN1C(=O)COC(=O)CNC(=O)c1ccc(Cl)cc1Cl (stereo not drawn)	35	-2	-10	-4	-2.0	0	9
Cc1cc(C)c(NC(=S)N(CCN2CCCCC2)Cc2ccco2)c(C)c1	·	16	6	6	-0.7	5	0
C[C@@H]1CCCCO[C@H](CN(C)Cc2ccc3c(c2)OCO3)[C@H](C)CN([C@H](C)CO)C(=O)c2cc(NC(=O)C3CCCCC3)ccc2O1	3[16.7 µM]	2	-1	·	2.2	6	-18
O=C(NCC1CCCO1)c1nn2c(C(F)(F)F)cc(-c3ccco3)nc2c1Cl (stereo not drawn)	-1	4	7	·	-0.7	·	11
COC(=O)c1ccc(NC(=O)C2CCCN(S(C)(=O)=O)C2)cc1 (stereo not drawn)	1	4	-6	-6	-1.6	-7	4
COc1ccc(S(=O)(=O)N2CCN(C)CC2)cc1C(=O)N1CCCCC1	·	5	2	·	-4.1	·	8
O=c1[nH]nc(Cc2ccc(-c3ccccc3Cl)o2)c2ccccc12	-8	·	-23	1	·	·	41
CN1c2ccc(C#Cc3cccnc3)cc2[C@H]2[C@H](CCN2C(=O)C2CCCC2)[C@H]1CO	·	15	·	11	0.9	1	-23
Cc1ccc(S(=O)(=O)N(C)C[C@H]2Oc3c(NS(=O)(=O)c4cccs4)cccc3C(=O)N([C@@H](C)CO)C[C@@H]2C)cc1	-8[16.7 µM]	0	-7	·	2.3	4	14
CSc1cc(CS(=O)(=O)c2ccccc2)nc(-c2ccccc2)n1	-7	2	6	·	-1.7	-2	4
N=c1c(C(=O)NCCN2CCOCC2)cc2c(=O)n3ccccc3nc2n1CCc1ccccc1	-1	-1	-36	-1	-1.5	8	4
Cc1cccc(C)c1OCCNC(=O)OCc1ccccc1	-1	8	15	6	0.1	-7	-16
N#Cc1ccccc1NC(=O)CNc1ccc(Cl)c(C(F)(F)F)c1	7	·	18	·	·	6	-26
Cc1ccc(S(=O)(=O)Nc2ccc3c(c2)C(=O)N([C@@H](C)CO)C[C@H](C)[C@H](CN(C)S(=O)(=O)c2cn(C)cn2)OCCCC[C@H](C)O3)cc1	0[16.7 µM]	-1	-9	4	-2.0	-1	5
O=C(NCc1ccccn1)C1CCN(S(=O)(=O)c2cc(Cl)ccc2Cl)CC1	-6	0	10	·	0.4	13	-14
O=C(COC(=O)CNC(=O)c1ccc2c(c1)OCO2)Nc1ncc(Cl)cc1Cl	·	0	-5	-9	1.5	7	4
COc1ccccc1C(=O)N1C[C@H]2[C@@H](c3ccccc31)[C@@H](CO)N2C(=O)C1CCCC1	0[16.7 µM]	6	9	0	2.5	-27	-2
CC(C)NC(=O)Nc1ccc2c(c1)C(=O)N([C@H](C)CO)C[C@H](C)[C@H](CN(C)C(=O)Nc1cccc3ccccc13)OCCCC[C@H](C)O2	6[16.7 µM]	2	19	·	0.0	-2	3
CC(=O)N(C)C[C@H]1Oc2cc(-c3ccncc3)ccc2S(=O)(=O)N([C@H](C)CO)C[C@@H]1C	-2[16.7 µM]	19	·	0	-0.1	-5	20
Cc1ccc(S(=O)(=O)N[C@@H]2CC[C@H](CC(=O)NCCc3ccncc3)O[C@H]2CO)cc1	·	9	-16	·	-1.0	3	-2
C[C@H](CO)N1C[C@H](C)[C@H](CN(C)Cc2ccccc2)Oc2ccc(NC(=O)NC3CCCCC3)cc2CC1=O	-1[16.7 µM]	-8	-10	·	0.0	5	-18
C=CCSc1nc(N)c(C(=O)Nc2ccccc2OC)cc1C(=O)Nc1ccccc1	-4	·	8	3	·	·	·
CCc1ccc(OCC(=O)NNC(=O)c2nn(CC)c(=O)c3ccccc23)cc1	-3	·	13	0	0.3	5	-11
C[C@@H]1CN([C@@H](C)CO)C(=O)Cc2cc(NS(=O)(=O)c3ccc(Cl)cc3)ccc2O[C@@H]1CN(C)CC1CC1	-4[16.7 µM]	-3	·	·	-0.2	14	1
O=C1NC(=O)C(c2ccc(F)cc2)N1 (stereo not drawn)	0	1	-3	6	3.3	1	6
CCOc1ccc(N(CC(=O)Nc2ccccc2C)S(=O)(=O)c2c(C)[nH]c(=O)[nH]c2=O)cc1	10	4	-8	-4	1.4	-17	8

# Next structures:
molecule	miR122 inh	DENV2 CPE	PAX8 inh HTS	FN deposit inh	F508del corr	EWS-Fli block	INS-1E GSIS act
Oc1[nH]c2ccccc2c1C1=NCCCCC1	-8	3	1	·	·	-3	-7
O=C(Nc1ccc(-c2ccccc2)cc1)[C@H]1[C@H](CO)[C@H]2Cn3c(cccc3=O)[C@@H]1N2Cc1ccccc1	2[16.7 µM]	-16	·	·	-0.7	-1	1
C=CCNc1nc(C(=O)OCC(=O)c2cccc(Br)c2)cs1	-6	2	8	-7	1.6	-6	10
Cc1ccc(-c2ccc([C@H]3[C@H](CO)N4C(=O)CN(C(=O)NC(C)C)C[C@@H]34)cc2)cc1	·	-8	-9	0	0.8	0	3
CC(C)CCNC(=O)COc1ccc2c(c1)C(=O)CC(C)(C)O2	-5	·	-39	0	·	·	·
C/C=C/c1ccc2c(c1)[C@H]1[C@H](CCN1C(=O)c1ccc3c(c1)OCO3)[C@H](CO)N2	·	-10	·	-3	0.6	·	-3
O=C(Nc1ccccc1C(=O)NCc1ccccc1)c1ccccc1	1	·	·	-3	·	·	-13
COCC#Cc1ccc([C@@H]2[C@@H](CO)N3C(=O)CN(C(=O)C4CCCCC4)C[C@@H]23)cc1	·	2	-6	7	-5.3	-4	2
COc1ccccc1N1C(=O)CCC1(C#N)c1ccccc1 (stereo not drawn)	-3	·	-10	3	·	·	·
CC(Cc1ccccc1)NC(=O)CC(c1ccccc1)c1ccccc1O (stereo not drawn)	·	-1	1	0	-3.2	5	-58
CN(C)CC(=O)Nc1ccc2c(c1)[C@@H]1C[C@H](CC(=O)NCc3ccc(-c4ccccc4)cc3)O[C@H](CO)[C@@H]1O2	-3[16.7 µM]	-4	-3	-32	1.8	11	3

# From PubChem
